From PubChem
JMJD2C inh: inhibitors of GASC-1 histone demethylase, primary screen, biochemical, fluorescence, DELFIA europium; Lysine-specific demethylase 4C (Homo sapiens), Q9H3R0; GST-JMJD2C(1-420) H3K9me3 demethylation; inhibition, % at 2.35 µM; 0.069% of 330,000 active;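 active = more than half of a compound's replicate wells show inhibition beyond 50%, single wells judged on their own value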;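 also: signal counts dimethyl H3K9 product captured on neutravidin plate; 0% = median of DMSO wells and 100% = 0.3 times that DMSO median; strong numbers were not always called active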
GRK2 inh: compounds blocking aptamer binding on GRK2 – biochemical, human GRK2, bead flow cytometry, HTS, primary screen. inhibition of aptamer binding, % at 10 µM. AID 488847, 2010. 0.59% of 330,000 active. Beta-adrenergic receptor kinase 1 (Homo sapiens), P25098. FAM-aptamer displacement from GRK2;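 active = inhibition of aptamer binding above 40%, roughly 3 SD of noise, on plates passing a quality check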;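 also: median bead fluorescence of bound FAM aptamer so fluorescent compounds give negative values; no value below 0 was filed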
Target sequence (P25098 whole entry, looked up): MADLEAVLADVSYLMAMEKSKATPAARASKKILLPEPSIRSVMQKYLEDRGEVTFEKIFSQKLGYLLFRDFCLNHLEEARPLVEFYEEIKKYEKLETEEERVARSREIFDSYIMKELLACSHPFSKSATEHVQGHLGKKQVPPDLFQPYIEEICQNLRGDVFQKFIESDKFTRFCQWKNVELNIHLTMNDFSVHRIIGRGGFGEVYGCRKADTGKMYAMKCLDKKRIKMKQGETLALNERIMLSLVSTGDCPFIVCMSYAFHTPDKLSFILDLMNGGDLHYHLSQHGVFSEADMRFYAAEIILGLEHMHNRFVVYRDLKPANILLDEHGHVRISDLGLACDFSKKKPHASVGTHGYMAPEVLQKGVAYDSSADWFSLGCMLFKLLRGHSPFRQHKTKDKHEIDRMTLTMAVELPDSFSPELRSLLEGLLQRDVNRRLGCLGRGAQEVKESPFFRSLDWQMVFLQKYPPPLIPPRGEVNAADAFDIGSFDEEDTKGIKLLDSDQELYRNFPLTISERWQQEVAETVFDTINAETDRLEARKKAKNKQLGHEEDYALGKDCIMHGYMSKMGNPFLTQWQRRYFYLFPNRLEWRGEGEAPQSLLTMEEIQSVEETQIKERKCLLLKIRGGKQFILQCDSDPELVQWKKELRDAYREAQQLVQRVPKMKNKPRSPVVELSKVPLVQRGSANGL
VLA-4 inh: inhibition in human VLA-4 binding assay, primary screen, VLA-4 allosteric modulator project, MLPCN library, flow cytometry, VLA-4 expressing cells. Integrin alpha-4 (Homo sapiens), P13612. ligand binding flow cytometry. inhibition, % (about 7 µM as worked out from the volumes in the protocol). 0.2% of 330,000 active. AID 2557, 2010; in the data active = inhibition above about 50%
Starred values were filed as active, the others as inactive; x = no result given.

Fields – JMJD2C inh | GRK2 inh | VLA-4 inh
> C=CCN1C(=O)NC(=O)/C(=C/C=C/c2ccccc2)C1=O
  -39 | x | x
> CCC(N)Cc1c[nH]c2ccccc12 (configuration not stated)
  -3 | x | x
> CC(C)n1c(O)c(C2c3cc(Cl)ccc3Oc3[nH]c(=O)n(C(C)C)c(=O)c32)c(=O)[nH]c1=O (configuration not stated)
  -4 | x | x
> COc1ccc(-c2cc(=NCCC(=O)O)c3cc(C)ccc3o2)cc1
  -7 | x | x
> COc1cc2c(cc1/C=C/[N+](=O)[O-])OCO2
  27 | x | x
> CCOC(=O)C1CCCN(c2ccc([N+](=O)[O-])c3nonc23)C1 (configuration not stated)
  11 | x | x
> COc1ccc(N2C(=O)/C(=C/c3ccc(C)o3)C(=O)NC2=S)cc1
  -21 | x | x
> OC1C2CN3CN(C2)CC1(c1ccccc1)C3 (configuration not stated)
  -6 | x | x
> c1ccc(CCNCc2cccs2)cc1
  -2 | 0 | -6
> COc1ccccc1NC(=O)c1cn(CCC#N)nc1-c1ccc(F)cc1
  -3 | 2 | 0
> O=C(Cc1ccccc1)N1CCN(CCCc2ccccc2)CC1
  1 | 0 | 7
> O=c1c2ccccc2nc(-c2ccccc2Cl)n1-c1cccc(O)c1
  3 | 4 | 5
> COc1nc2ccccc2nc1N1CCN(C)CC1
  2 | 0 | 7
> COc1cccc(-n2c(/C=C/c3ccccn3)nc3ccccc3c2=O)c1
  17 | 0 | 3
> COc1cc(CN2CC=C(c3ccc(F)cc3)CC2)cc(OC)c1
  -5 | 0 | -7
> CCn1c(C)c(C(=O)NCCc2ccccc2)c2cc(OC)ccc21
  -6 | 1 | 8
> N#CCCn1cc(C(=O)Nc2ccc(F)cc2)c(-c2ccccc2)n1
  0 | 0 | 9
> CCOc1ccc(-c2cc(C)[n+](CCc3ccc(OC)c(OC)c3)c(-c3ccc(OCC)cc3)c2)cc1
  -5 | 0 | 0
> O=C1C2CCCC1C(N1CCCCC1)CC2 (configuration not stated)
  11 | 2 | 2
> COc1ccc(-n2c(-c3ccccc3[N+](=O)[O-])nc3ccccc3c2=O)cc1
  -1 | 3 | 20
> Cc1c(C=C2C(=O)N(C)C(=S)N(C)C2=O)c2ccccc2n1CC(=O)NCC1CCCO1 (configuration not stated)
  12 | 0 | -57
> Clc1ccc(-c2nc3ccc(Cl)cn3c2CN2CCCCC2)cc1
  -3 | 3 | 8
> COc1ccc(-c2nn(CCC#N)cc2C(=O)NCc2ccccc2)cc1[N+](=O)[O-]
  1 | 0 | 1
> O=[N+]([O-])c1cc(-c2ccc([As](=O)(O)O)cc2)ccc1[As](=O)(O)O
  -1 | 7 | 13
> Cc1cc(/C=C2\C(=O)NC(=O)N(c3ccccc3)C2=O)c(C)n1-c1ccc(C(=O)O)c(Cl)c1
  1 | 31 | -7
> C#CC1(OC(=O)c2ccccc2)CC(C)N(C)CC1C (configuration not stated)
  93 | 0 | -6
> O=[N+]([O-])c1cccc(CN2CC=C(c3ccc(F)cc3)CC2)c1
  1 | 0 | -10

As entered above:
`O=C1C2CCCC1C(N1CCCCC1)CC2` (configuration not stated) – JMJD2C inh: 11
`COc1cccc(-n2c(/C=C/c3ccccn3)nc3ccccc3c2=O)c1` – VLA-4 inh: 3
`COc1ccccc1NC(=O)c1cn(CCC#N)nc1-c1ccc(F)cc1` – JMJD2C inh: -3

Reprinted from above (2 entries):
Fields – JMJD2C inh | GRK2 inh | VLA-4 inh
> C#CC1(OC(=O)c2ccccc2)CC(C)N(C)CC1C (configuration not stated)
  93 | 0 | -6
> O=[N+]([O-])c1cccc(CN2CC=C(c3ccc(F)cc3)CC2)c1
  1 | 0 | -10

Reformatted as labelled records: part of the list above
Clc1ccc(-c2nc3ccc(Cl)cn3c2CN2CCCCC2)cc1
  JMJD2C inh: -3 | GRK2 inh: 3 | VLA-4 inh: 8

COc1ccc(N2C(=O)/C(=C/c3ccc(C)o3)C(=O)NC2=S)cc1
  JMJD2C inh: -21 | GRK2 inh: x | VLA-4 inh: x

COc1ccc(-n2c(-c3ccccc3[N+](=O)[O-])nc3ccccc3c2=O)cc1
  JMJD2C inh: -1 | GRK2 inh: 3 | VLA-4 inh: 20

COc1nc2ccccc2nc1N1CCN(C)CC1
  JMJD2C inh: 2 | GRK2 inh: 0 | VLA-4 inh: 7

These rows are one share of the data; rates above refer to the full screens.
